Source: PubChem BioAssay
H69AR growth 86K = growth inhibitors of human H69AR lung tumor cells; H69AR lung tumor viability, ATP luminescence, 72 h; stronger effect = lower value; viability, % at 10 µM; hit rate 6% among 85,000; AID 598;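 active means viability at or below 40%; inactive means viability above 40%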;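 further: multidrug resistant small cell line overexpressing MRP-1 efflux transporter; 100% = mean luminescence of untreated control wells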
Lung fibro prol = blocks proliferation of human lung fibroblasts. LL 47 human lung fibroblast viability, ATP luminescence; stronger effect = lower value. viability, % at 10 µM. hit rate 1.1% among 85,000;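 active means viability at or below 50% in the single dose screen; inactive means viability above 50%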;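 further: compound exposure lasted 72 h before the ATP readout; 100% = median luminescence of untreated cell-only wells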
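Test system: LL 47 human lung fibroblasts / Incubation: 72 h compound exposure at 37 °C after overnight plating / Technique: luminescent ATP detection, CellTiter-Glo / Compound dosing: 0.1% DMSO in all compound wells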
CYP2C19 activ = increases human CYP2C19 enzyme activity; P33261; recombinant CYP2C19, luciferin-H EGE luminescence; stronger effect = higher value; 0 = fully inhibited enzyme, 1 = untreated enzyme; activation factor at 5 µM; 96,000 tested, under 10 active; AID 1025;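 active means activation factor of at least 2 at 5 µM in the primary screen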;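 further: 0 = wells with 2.5 mM tranylcypromine and 1 = vehicle-only wells; values of inactives mirror those of a sister screen read the other way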
Target sequence (P33261 whole entry, looked up): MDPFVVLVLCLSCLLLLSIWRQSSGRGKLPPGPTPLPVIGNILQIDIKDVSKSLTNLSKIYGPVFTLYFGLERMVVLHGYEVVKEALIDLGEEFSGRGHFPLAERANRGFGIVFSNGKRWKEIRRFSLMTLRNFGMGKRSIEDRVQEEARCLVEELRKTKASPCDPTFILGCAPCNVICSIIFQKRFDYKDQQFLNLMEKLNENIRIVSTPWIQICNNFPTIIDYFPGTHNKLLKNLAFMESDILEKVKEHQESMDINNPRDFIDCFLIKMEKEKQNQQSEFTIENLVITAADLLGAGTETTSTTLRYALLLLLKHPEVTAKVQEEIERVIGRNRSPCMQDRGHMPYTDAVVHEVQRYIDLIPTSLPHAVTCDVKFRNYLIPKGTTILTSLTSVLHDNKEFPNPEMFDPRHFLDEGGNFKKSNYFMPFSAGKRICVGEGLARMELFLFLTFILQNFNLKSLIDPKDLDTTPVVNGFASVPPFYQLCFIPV
HUVEC inhibit = inhibitors of human endothelial cell proliferation. HUVEC proliferation, CellTiter-Glo luminescence, 72 h; stronger effect = lower value. viability, % at 10 µM (by protocol). hit rate 1.1% among 86,000;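 active means viability at or below 30%; inactive means viability above 30%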;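 further: 100% = median luminescence of DMSO-only cell control wells on each plate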
Mac1 fbg inh = inhibitors of human CD11b/CD18 binding to fibrinogen; P05107+P11215; K562 CD11b/CD18 adhesion to fibrinogen, ATPlite luminescence; Mn2+ added to activate the integrin; inhibition, % at 10 µM; hit rate 0.54% among 93,000; AID 1497;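 active means primary inhibition of 50% or more at 10 µM, then 40% or more on retest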; further: some results filed as inactive read as strong as hits
CYP2C19 inhib = inhibitors of human CYP2C19; AID 778; inhibition, % at 5 µM; hit rate 21% among 96,000; CYP2C19 Supersomes, luciferin-H EGE luminescence, 30 min;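 active means CYP2C19 inhibition above a set limit at 5 µM in the primary screen, cut at about 50% in these data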;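 further: plate controls were negative control wells for no effect and 2.5 mM tranylcypromine positive control for full effect; values of inactives mirror those of a sister screen read the other way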
ERa SRC1 pot = enhances coactivator binding to human estrogen receptor alpha; P03372; TR-FRET ERalpha-LBD/SRC-Cy5 coactivator binding, 2 h; 100 = basal binding, no effect; coactivator binding (% of control), % at 25.6 µM; hit rate 1.3% among 86,000; AID 639; in the data active means activity above about 200%;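 further: binding measured in presence of low estradiol as agonist stimulus; 0% = peptide alone without receptor and 100% = receptor with peptide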
Target sequence (P03372 whole entry, looked up, the tested form may be a part): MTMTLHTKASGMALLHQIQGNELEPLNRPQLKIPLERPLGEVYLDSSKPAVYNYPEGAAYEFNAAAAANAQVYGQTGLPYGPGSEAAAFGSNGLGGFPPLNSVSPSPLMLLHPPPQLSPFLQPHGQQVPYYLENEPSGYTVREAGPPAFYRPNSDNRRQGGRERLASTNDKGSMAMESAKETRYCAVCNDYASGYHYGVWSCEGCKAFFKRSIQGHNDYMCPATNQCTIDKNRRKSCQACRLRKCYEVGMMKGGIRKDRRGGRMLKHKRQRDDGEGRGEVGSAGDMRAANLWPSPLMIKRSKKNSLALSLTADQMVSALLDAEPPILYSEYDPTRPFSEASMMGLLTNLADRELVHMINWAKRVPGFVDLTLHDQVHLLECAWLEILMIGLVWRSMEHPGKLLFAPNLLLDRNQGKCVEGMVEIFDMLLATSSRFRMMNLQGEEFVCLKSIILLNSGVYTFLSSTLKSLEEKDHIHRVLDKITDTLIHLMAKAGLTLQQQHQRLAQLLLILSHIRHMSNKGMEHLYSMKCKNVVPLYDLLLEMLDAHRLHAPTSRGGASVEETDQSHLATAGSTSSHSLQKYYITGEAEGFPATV
Mac1 fbg enh = increases human CD11b/CD18 adhesion to fibrinogen; hit rate 0.07% among 93,000; K562 CD11b/CD18 adhesion to fibrinogen, ATPlite luminescence; P05107+P11215; activation, % at 10 µM; AID 1499;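 active means 10 µM primary screen giving 50% or more activity, confirmed by 40% or more on retest at that dose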; further: strong numbers were not always called active
ERa SRC1 inh = ER-alpha (human) coactivator binding inhibition; inhibition, % at 25.6 µM; AID 629; TR-FRET ER-alpha LBD / SRC-1 peptide, estradiol-bound; hit rate 1.7% among 86,000; P03372; in the data active means inhibition above about 50%;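 further: 0% = receptor plus peptide control and 100% = peptide only without receptor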
* = called active by the depositor; [ ] = remark or other dose.

CCOC(=O)N1CCN(C(=O)C2COc3ccccc3O2)CC1 (stereo not drawn) was read as H69AR growth 86K 94, Lung fibro prol 114, CYP2C19 activ 0.9, HUVEC inhibit 113, Mac1 fbg inh -1, CYP2C19 inhib 13, ERa SRC1 pot 119, Mac1 fbg enh -2 and ERa SRC1 inh 38[fluorescence artefact?].
CCOc1ccccc1-n1c(SCC(=O)NC)nnc1-c1ccco1 was read as H69AR growth 86K 94, Lung fibro prol 93, CYP2C19 activ 1, HUVEC inhibit 95, Mac1 fbg inh -6, CYP2C19 inhib 5, ERa SRC1 pot 101, Mac1 fbg enh -2 and ERa SRC1 inh 1.
CCc1ccc(OCC(=O)Nc2ccc3c(c2)COC3=O)cc1 was read as H69AR growth 86K 92, Lung fibro prol 103, CYP2C19 activ 0.8, HUVEC inhibit 97, Mac1 fbg inh 10, CYP2C19 inhib 16, ERa SRC1 pot 95, Mac1 fbg enh -3 and ERa SRC1 inh 9.
`Cc1ccc(-n2c3c(cc(C(=O)NCc4ccco4)c2=O)C(=O)CC(C)(C)C3)cc1` gave H69AR growth 86K 51, Lung fibro prol 97, CYP2C19 activ 0.9, HUVEC inhibit 84, Mac1 fbg inh 4, CYP2C19 inhib 9, ERa SRC1 pot 109, Mac1 fbg enh -1 and ERa SRC1 inh -2.
Screening CC1(C)CC2CC(C)(CN2C(=O)COc2cccc3ccccc23)C1 (stereo not drawn) returned H69AR growth 86K 76, Lung fibro prol 83, CYP2C19 activ 1, HUVEC inhibit 95, Mac1 fbg inh -4, CYP2C19 inhib 2, ERa SRC1 pot 115, Mac1 fbg enh -4 and ERa SRC1 inh 4.
`Cn1cccc1C(C(=O)NC1CCCCC1)N(C(=O)Cc1cccs1)c1ccc2c(c1)OCO2` (stereo not drawn) gave H69AR growth 86K 28*, Lung fibro prol 81, CYP2C19 activ 0.9, HUVEC inhibit 85, Mac1 fbg inh 4, CYP2C19 inhib 12, ERa SRC1 pot 95, Mac1 fbg enh 31 and ERa SRC1 inh 6[fluorescence artefact?].
For Cc1ccc2ccccc2c1COC(=O)c1nonc1N the results were H69AR growth 86K 102, Lung fibro prol 105, CYP2C19 activ 0.7, HUVEC inhibit 100, Mac1 fbg inh 2, CYP2C19 inhib 32, ERa SRC1 pot 81, Mac1 fbg enh -3 and ERa SRC1 inh -28[fluorescence artefact?].
COc1cc(-c2nnc(SCc3c(F)cccc3Cl)o2)cc(OC)c1OC was read as H69AR growth 86K 101, Lung fibro prol 100, CYP2C19 activ 0.6, HUVEC inhibit 100, Mac1 fbg inh 20, CYP2C19 inhib 40, ERa SRC1 pot 95, Mac1 fbg enh 4 and ERa SRC1 inh 4.
For Cc1cc(NC(=O)c2cccnc2)ccc1NC(=O)c1ccco1 the results were H69AR growth 86K 81, Lung fibro prol 99, CYP2C19 activ 0.8, HUVEC inhibit 104, Mac1 fbg inh -12, CYP2C19 inhib 24, ERa SRC1 pot 116[fluorescence artefact?], Mac1 fbg enh -3 and ERa SRC1 inh -9.
CC1CCCCN1S(=O)(=O)c1ccc(S(=O)(=O)N2CCN(c3ccccc3)CC2)cc1 (stereo not drawn) was read as H69AR growth 86K 49, Lung fibro prol 64, CYP2C19 activ 0.9, HUVEC inhibit 51, Mac1 fbg inh -5, CYP2C19 inhib 9, ERa SRC1 pot 107, Mac1 fbg enh -2 and ERa SRC1 inh 0.
C=CCNC(=O)c1c(-c2c(F)cccc2Cl)noc1C was read as H69AR growth 86K 58, Lung fibro prol 100, CYP2C19 activ 1, HUVEC inhibit 98, Mac1 fbg inh 2, CYP2C19 inhib 4, ERa SRC1 pot 114, Mac1 fbg enh -1 and ERa SRC1 inh 16.
For O=C(C1CCN(c2nnc(-n3cccc3)s2)CC1)N1CCOCC1 the results were H69AR growth 86K 85, Lung fibro prol 97, CYP2C19 activ 1.1, HUVEC inhibit 98, Mac1 fbg inh -5, CYP2C19 inhib -14, ERa SRC1 pot 114, Mac1 fbg enh 1 and ERa SRC1 inh -4.
Screening CC1N(C)c2cc(NC(=O)c3ccco3)ccc2C1(C)C (stereo not drawn) returned H69AR growth 86K 88, Lung fibro prol 95, CYP2C19 activ 1, HUVEC inhibit 105, Mac1 fbg inh 1, CYP2C19 inhib 3, ERa SRC1 pot 114[fluorescence artefact?], Mac1 fbg enh -5 and ERa SRC1 inh -8.
For O=C(O)COc1ccc2c3c(c(=O)oc2c1)CCC3 the results were H69AR growth 86K 90, Lung fibro prol 103, CYP2C19 activ 1, HUVEC inhibit 100, Mac1 fbg inh 11, CYP2C19 inhib -2, ERa SRC1 pot 104, Mac1 fbg enh 0 and ERa SRC1 inh -9.
Screening CCCCCCC1CCC(C(=O)Nn2c(C)nc3ccccc3c2=O)CC1 (stereo not drawn) returned H69AR growth 86K 35*, Lung fibro prol 98, CYP2C19 activ 0.6, HUVEC inhibit 113, Mac1 fbg inh 7, CYP2C19 inhib 42, ERa SRC1 pot 114[fluorescence artefact?], Mac1 fbg enh -2 and ERa SRC1 inh -4.
O=C(NC1CCCCCC1)c1ccc(CN2CCOCC2)cc1 was read as H69AR growth 86K 83, Lung fibro prol 98, CYP2C19 activ 0.9, HUVEC inhibit 103, Mac1 fbg inh -9, CYP2C19 inhib 6, ERa SRC1 pot 93, Mac1 fbg enh 3 and ERa SRC1 inh 6.
`CCN(CC)C(=O)COc1ccc2oc(C)c(C(=O)OC)c2c1` gave H69AR growth 86K 71, Lung fibro prol 96, CYP2C19 activ 0.8, HUVEC inhibit 88, Mac1 fbg inh -10, CYP2C19 inhib 22, ERa SRC1 pot 120, Mac1 fbg enh -3 and ERa SRC1 inh 0.
Screening O=C(C(F)C(F)(F)F)N1CCN(c2ccccc2)CC1 (stereo not drawn) returned H69AR growth 86K 105, Lung fibro prol 111, CYP2C19 activ 0.8, HUVEC inhibit 96, Mac1 fbg inh 2, CYP2C19 inhib 20, ERa SRC1 pot 105, Mac1 fbg enh 0 and ERa SRC1 inh -5.
`COc1cccc(NC2CC(=O)N(CCc3ccccc3)C2=O)c1` (stereo not drawn) gave H69AR growth 86K 94, Lung fibro prol 94, CYP2C19 activ 0.5, HUVEC inhibit 103, CYP2C19 inhib 50, ERa SRC1 pot 123 and ERa SRC1 inh -6[fluorescence artefact?].
`O=C(c1sccc1-n1cccc1)N1CCCC1` gave H69AR growth 86K 93, Lung fibro prol 97, CYP2C19 activ 1, HUVEC inhibit 91, Mac1 fbg inh -23, CYP2C19 inhib -4, ERa SRC1 pot 91, Mac1 fbg enh 0 and ERa SRC1 inh 0.
`CSc1ccccc1C(=O)NCCSc1ccccc1` gave H69AR growth 86K 84, Lung fibro prol 93, CYP2C19 activ 0.7, HUVEC inhibit 93, Mac1 fbg inh -8, CYP2C19 inhib 25, ERa SRC1 pot 101, Mac1 fbg enh -7 and ERa SRC1 inh -3.
c1ccc(C(c2nnnn2C2CCCCC2)N2CCc3ccccc3C2)nc1 (stereo not drawn) was read as H69AR growth 86K 68, Lung fibro prol 98, CYP2C19 activ 0.8, HUVEC inhibit 91, Mac1 fbg inh -4, CYP2C19 inhib 24, ERa SRC1 pot 122, Mac1 fbg enh 3 and ERa SRC1 inh -11.
Screening Cc1noc(C)c1S(=O)(=O)N(CC(=O)N1CCCCCC1)c1ccc(C(C)C)cc1 returned H69AR growth 86K 55, Lung fibro prol 88, CYP2C19 activ 0.3, HUVEC inhibit 81, Mac1 fbg inh 0, CYP2C19 inhib 72*, ERa SRC1 pot 76, Mac1 fbg enh 0 and ERa SRC1 inh 13.
Screening CCOc1ccc(CCNC(=O)Cn2c(=O)oc3ccccc32)cc1OCC returned CYP2C19 activ 0.2, Mac1 fbg inh -2, CYP2C19 inhib 84* and Mac1 fbg enh -2.
`COC(=O)CSc1nnc(CNc2ccc(Cl)cc2)n1Cc1ccccc1` gave H69AR growth 86K 94, Lung fibro prol 107, CYP2C19 activ 0, HUVEC inhibit 99, Mac1 fbg inh 9, CYP2C19 inhib 97*, ERa SRC1 pot 98, Mac1 fbg enh -5 and ERa SRC1 inh -13.
Screening Cc1ccc(C(=O)Nc2cnc3ccccn3c2=O)cc1 returned H69AR growth 86K 86, Lung fibro prol 106, CYP2C19 activ 0.8, HUVEC inhibit 82, Mac1 fbg inh -6, CYP2C19 inhib 18, ERa SRC1 pot 95, Mac1 fbg enh 1 and ERa SRC1 inh -14.
CCCc1nnc(SCc2ccc(OCC)cc2)n1N was read as H69AR growth 86K 96, Lung fibro prol 104, CYP2C19 activ 0.5, HUVEC inhibit 91, Mac1 fbg inh -26, CYP2C19 inhib 46, ERa SRC1 pot 94[fluorescence artefact?], Mac1 fbg enh -2 and ERa SRC1 inh 7.
`COc1ccc(N2C(=O)CCC(C(=O)NCc3cccnc3)C2c2ccc(OC)c(OC)c2)cc1` (stereo not drawn) gave H69AR growth 86K 105, Lung fibro prol 100, CYP2C19 activ 0.8, HUVEC inhibit 101, Mac1 fbg inh -23, CYP2C19 inhib 19, ERa SRC1 pot 120, Mac1 fbg enh -2 and ERa SRC1 inh -3.
O=C(Nc1ccc(-c2noc(CCc3ccccc3)n2)cc1)c1cccnc1 was read as H69AR growth 86K 5.5*, Lung fibro prol 87, CYP2C19 activ 0.7, HUVEC inhibit 68, Mac1 fbg inh 0, CYP2C19 inhib 27, ERa SRC1 pot 84[fluorescence artefact?], Mac1 fbg enh 8 and ERa SRC1 inh 5.
O=C(CCCCn1c(=O)c2ccccc2n(Cc2ccc(F)cc2)c1=O)NCc1ccco1 was read as H69AR growth 86K 22*, Lung fibro prol 70, CYP2C19 activ 0.2, HUVEC inhibit 56, Mac1 fbg inh 8, CYP2C19 inhib 81*, ERa SRC1 pot 109[fluorescence artefact?], Mac1 fbg enh 0 and ERa SRC1 inh 38.
`CCOc1cc(/C=N/NC(N)=O)cc(Br)c1OCC(=O)Nc1cccc2ccccc12` gave CYP2C19 activ 0.9, Mac1 fbg inh 22, CYP2C19 inhib 7 and Mac1 fbg enh 0.
`CN(c1cccc(NC(=O)Nc2cccc(Cl)c2)c1)S(C)(=O)=O` gave H69AR growth 86K 59, Lung fibro prol 93, CYP2C19 activ 0.4, HUVEC inhibit 74, Mac1 fbg inh 23, CYP2C19 inhib 62*, ERa SRC1 pot 96, Mac1 fbg enh 5 and ERa SRC1 inh 14.
Screening O=C(NCN1C(=O)C2C3C=CC(C3)C2C1=O)Nc1cccnc1 (stereo not drawn) returned H69AR growth 86K 105, Lung fibro prol 102, CYP2C19 activ 0.9, HUVEC inhibit 103, Mac1 fbg inh -1, CYP2C19 inhib 6, ERa SRC1 pot 111, Mac1 fbg enh -4 and ERa SRC1 inh -9.
Screening CCCn1c(C(O)c2cc(OC)ccc2OC)nc2ccccc21 (stereo not drawn) returned H69AR growth 86K 95, Lung fibro prol 103, CYP2C19 activ 0.3, HUVEC inhibit 88, Mac1 fbg inh 5, CYP2C19 inhib 74*, ERa SRC1 pot 102, Mac1 fbg enh 0 and ERa SRC1 inh -10.
`CCOc1ccccc1N1C(=O)CC(Nc2ccc(N3CCOCC3)cc2)C1=O` (stereo not drawn) gave H69AR growth 86K 91, Lung fibro prol 95, CYP2C19 activ 1.1, HUVEC inhibit 102, Mac1 fbg inh 10, CYP2C19 inhib -7, ERa SRC1 pot 87, Mac1 fbg enh -2 and ERa SRC1 inh -12[fluorescence artefact?].
